RTF Ca sens act – increases calcium sensitivity of human cardiac regulated thin filaments; AID 493008; 340,000 compounds, 0.24% hits; P19429+P45379; activation, % at 7.2 µM; IANBD-labeled TnC RTF fluorescence at EC20 calcium; 0% EC20 calcium, 100% full calcium;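 active = activation above the mean over all tested compounds plus 3 SD, cut at about 30% in these data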;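 also: rise in fluorescence read as greater calcium sensitivity of cardiac thin filaments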
CAL PDZ FP-1 – CAL PDZ (human) peptide binding inhibition; Q9HD26; purified CAL PDZ, TMR-peptide fluorescence polarization, 1 h; inhibition, % at 24.9 µM; 300,000 compounds, 0.92% hits; AID 602252;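 active = mean inhibition of at least 30% with at least half of replicates also reaching 30%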;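 also: 0% = DMSO neutral control and 100% = excess unlabeled competitor peptide PRC23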
RTF Ca sens inh – cardiac RTF calcium desensitization | 340,000 compounds, 0.12% hits | inhibition, % at 7.15 µM | AID 493244 | IANBD-labeled cardiac RTF, Ca2+ fluorescence | P19429+P45379;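 active = inhibition above the mean inhibition of all tested compounds plus 3 SD, cut at about 17% in these data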;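 also: assay run at fixed EC70 calcium of 1.6 mM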
Keap1-Nrf2 PPI – disrupts human Keap1 binding to Nrf2 peptide. Q14145. Keap1 Kelch-Nrf2 peptide fluorescence polarization, 1536-well. inhibition, % at 9.4 µM. 340,000 compounds, 0.15% hits; in the data active = inhibition above about 12%;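 also: human Keap1 Kelch domain with fluorescein labeled Nrf2 9mer peptide probe; 0% = neutral control wells and 100% = peptide positive control; higher means more block of Keap1 binding to Nrf2 peptide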
LANA DNA inh – blocks KSHV LANA C-terminal domain binding to DNA; MBP-C-LANA/FAM-LBS DNA binding, fluorescence polarization; 340,000 compounds, 0.078% hits; inhibition, % at 9 µM; AID 504423;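 active = highest replicate inhibition at or above 60% at 9 µM, even if other replicates fall short; inactive = all replicates below 60% inhibition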;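 also: 0% = neutral control wells and 100% = 4 µM acridine orange control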
Rtt109 Vps75 – C. albicans Rtt109 histone acetyltransferase inhibition | 330,000 compounds, 0.16% hits | Q5AAJ8 | inhibition, % at 34.9 µM | purified Rtt109/Vps75, ThioGlo CoA-SH fluorescence, 4 h;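 active = inhibition of at least 50% in every replicate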
PKA-R2B activ – PKA-R2B complex activation. P22694+P31323. PKA-R2B holoenzyme dissociation, Cy5-IP20 fluorescence polarization; R2B truncated from residue 108, S112A mutant; 0% DMSO only, 100% 113 µM cGMP. activation, % at 11.4 µM. 340,000 compounds, 0.079% hits. AID 504700;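 active = activation above a cutoff set at the mean over all compounds plus 3 SD, cut at about 18% in these data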;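 also: higher means more holoenzyme dissociation and a rise in polarization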
Target sequence (P31323 whole entry, looked up, other chains not shown, the tested form may be a part): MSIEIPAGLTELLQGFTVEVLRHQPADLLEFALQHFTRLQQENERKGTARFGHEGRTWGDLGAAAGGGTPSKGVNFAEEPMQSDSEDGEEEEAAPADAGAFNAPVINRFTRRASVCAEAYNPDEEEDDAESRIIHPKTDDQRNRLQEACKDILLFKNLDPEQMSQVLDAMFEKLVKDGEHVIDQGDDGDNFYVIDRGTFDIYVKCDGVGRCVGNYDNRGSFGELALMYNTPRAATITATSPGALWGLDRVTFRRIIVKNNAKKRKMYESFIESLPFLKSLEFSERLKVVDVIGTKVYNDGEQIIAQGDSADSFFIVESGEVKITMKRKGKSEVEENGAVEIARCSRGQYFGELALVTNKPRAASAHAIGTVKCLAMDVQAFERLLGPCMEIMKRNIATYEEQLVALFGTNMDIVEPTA
DAGLB inh – diacylglycerol lipase beta (human) inhibition | Q8NCG7 | HEK293T DAGLB membrane lysate, EnzChek fluorogenic substrate | inhibition, % at 5.17 µM | 340,000 compounds, 0.059% hits | AID 504411; in the data active = inhibition above about 34%;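 also: 0% = enzyme with vehicle and 100% = wells lacking enzyme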
Target sequence (Q8NCG7 whole entry, looked up): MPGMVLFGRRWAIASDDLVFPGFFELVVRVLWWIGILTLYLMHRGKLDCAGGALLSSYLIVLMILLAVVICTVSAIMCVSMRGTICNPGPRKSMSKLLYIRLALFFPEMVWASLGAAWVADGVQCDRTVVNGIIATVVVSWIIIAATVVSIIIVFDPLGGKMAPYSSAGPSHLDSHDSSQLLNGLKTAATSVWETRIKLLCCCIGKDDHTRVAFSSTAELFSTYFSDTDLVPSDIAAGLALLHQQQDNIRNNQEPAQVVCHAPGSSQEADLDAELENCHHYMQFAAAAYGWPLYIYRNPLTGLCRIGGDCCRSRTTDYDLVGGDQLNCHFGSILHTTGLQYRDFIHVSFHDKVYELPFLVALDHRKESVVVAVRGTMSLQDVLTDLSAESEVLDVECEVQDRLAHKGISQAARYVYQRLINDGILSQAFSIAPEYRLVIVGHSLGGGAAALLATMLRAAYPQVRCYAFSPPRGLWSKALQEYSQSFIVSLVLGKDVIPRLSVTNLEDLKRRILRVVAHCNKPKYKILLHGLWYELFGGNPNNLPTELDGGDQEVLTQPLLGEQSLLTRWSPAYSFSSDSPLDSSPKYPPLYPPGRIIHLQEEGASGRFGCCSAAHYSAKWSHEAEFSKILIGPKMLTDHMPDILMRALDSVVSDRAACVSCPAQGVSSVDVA
CAL PDZ FP-2 – inhibitors of human CAL PDZ peptide binding. Q9HD26. purified CAL PDZ, TMR-peptide fluorescence polarization, 1 h. inhibition, % at 20 µM. 330,000 compounds, 0.02% hits. AID 504414;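 active = highest replicate inhibition of at least 40%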;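 also: plate controls were DMSO neutral control wells for no effect and unlabeled competitor peptide control wells for full effect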
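System: purified tagged CAL PDZ domain construct (CerCALP). Schedule: 1 h incubation at room temperature before polarization reading. Medium: 25 mM sodium phosphate pH 7.4, 150 mM NaCl, TCEP, IgG, Thesit. Read-out: percent inhibition from loss of millipolarization. Measured by: FP readout, S and P plane fluorescence. Probe or stimulus: fluorescent TMR peptide probe.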
SR-BI uptake up – activators of SR-BI mediated HDL lipid uptake; 320,000 compounds, 0.096% hits; CHO ldlA[mSR-BI] cells, DiI-HDL uptake fluorescence, 3 h; 100 = double the neutral-control signal; activation, % at 12.5 µM;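 active = mean replicate activation of at least 60% and every replicate at or above 60%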;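 also: 0% = median plate neutral-control signal and 100% = twice that signal; values of inactives mirror those of a sister screen read the other way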
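Assay system: CHO ldlA[mSR-BI] cells, LDL receptor-null, SR-BI overexpressing; medium: Ham's F12 with 0.5% BSA, HEPES 25 mM, pH 7.4; also added: DiI-HDL 10 µg/mL; timing: 3 h uptake period with compound, 37 °C; signal: DiI fluorescence, bottom read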
Numbers without * were called inactive. Compounds as they come. Share with any hit: about 1.6%.

What do the screens show for `Cc1ccccc1S(=O)(=O)/N=C(/c1ccccc1)N(C)C`?
RTF Ca sens act: 1; CAL PDZ FP-1: 7; RTF Ca sens inh: -11; Keap1-Nrf2 PPI: 1; LANA DNA inh: 0.2; Rtt109 Vps75: -2; PKA-R2B activ: 6; DAGLB inh: -2; CAL PDZ FP-2: -2.2; SR-BI uptake up: 15

What do the screens show for `COc1ccc(C2NCCc3sccc32)cc1` (stereo unspecified)?
RTF Ca sens act: 0; CAL PDZ FP-1: 3; RTF Ca sens inh: -20; Keap1-Nrf2 PPI: -1; LANA DNA inh: 0.2; Rtt109 Vps75: -5; PKA-R2B activ: -6; DAGLB inh: 2; CAL PDZ FP-2: -0.2; SR-BI uptake up: 21

Results for COc1cccc(N2C(=O)CC(N3CCN(c4ccc([N+](=O)[O-])cc4)CC3)C2=O)c1 (stereo unspecified) ?
RTF Ca sens act: -8; CAL PDZ FP-1: -1; RTF Ca sens inh: 0; Keap1-Nrf2 PPI: -2; LANA DNA inh: 2.5; Rtt109 Vps75: -1; PKA-R2B activ: 8; DAGLB inh: 2; CAL PDZ FP-2: 0.3; SR-BI uptake up: -23

Results for Cc1cc(NC(=O)c2noc3c2CCc2ccccc2-3)no1 ?
RTF Ca sens act: 2; CAL PDZ FP-1: -3; RTF Ca sens inh: -3; Keap1-Nrf2 PPI: 0; LANA DNA inh: -1.1; Rtt109 Vps75: -2; PKA-R2B activ: 9; DAGLB inh: -4; CAL PDZ FP-2: 0.6; SR-BI uptake up: 30

How did Cc1cccc(N(C(=O)CS(=O)CC(=O)Nc2ccc3c(c2)OCO3)C(C)C(=O)NC2CCCC2)c1C (stereo unspecified) do in these assays?
RTF Ca sens act: 2; CAL PDZ FP-1: 0; RTF Ca sens inh: -2; Keap1-Nrf2 PPI: 0; LANA DNA inh: -2.0; Rtt109 Vps75: 1; PKA-R2B activ: -2; DAGLB inh: -1; CAL PDZ FP-2: -2.1

How did O=C(Cn1c(-c2ccccn2)nc2ccccc21)N/N=C/c1cccnc1 do in these assays?
Keap1-Nrf2 PPI: -5; LANA DNA inh: 0.3; Rtt109 Vps75: 1; CAL PDZ FP-2: -0.2; SR-BI uptake up: 10

What do the screens show for `COC(=O)CCc1nc2ccccc2[nH]c1=O`?
RTF Ca sens act: 4; CAL PDZ FP-1: 0; RTF Ca sens inh: -6; Keap1-Nrf2 PPI: -6; LANA DNA inh: -1.2; Rtt109 Vps75: 2; PKA-R2B activ: 3; DAGLB inh: -1; CAL PDZ FP-2: 1.8; SR-BI uptake up: 0

Results for Cc1cccc(NC(=O)CC(=O)Nc2cccc(C)c2)c1 ?
RTF Ca sens act: -7; CAL PDZ FP-1: 1; RTF Ca sens inh: -8; Keap1-Nrf2 PPI: 0; LANA DNA inh: 10; Rtt109 Vps75: 0; PKA-R2B activ: 3; DAGLB inh: -18; CAL PDZ FP-2: -1.9; SR-BI uptake up: -23

Results for COc1ccccc1P(=O)(Cc1ccccc1)c1ccccc1 (stereo unspecified) ?
RTF Ca sens act: -1; CAL PDZ FP-1: -5; RTF Ca sens inh: -4; Keap1-Nrf2 PPI: -3; LANA DNA inh: -1.3; Rtt109 Vps75: -9; PKA-R2B activ: -19; DAGLB inh: 4; CAL PDZ FP-2: -0.5; SR-BI uptake up: 4

How did Cc1cc(-c2ccc(S(=O)(=O)N3CCN(c4ccccc4F)CC3)s2)on1 do in these assays?
RTF Ca sens act: 2; CAL PDZ FP-1: -2; RTF Ca sens inh: 11; Keap1-Nrf2 PPI: 2; LANA DNA inh: -0.9; Rtt109 Vps75: -4; PKA-R2B activ: 15; DAGLB inh: -1; CAL PDZ FP-2: -0.2; SR-BI uptake up: -12

Results for CCn1c(SCC(=O)Nc2ccccc2)nnc1-c1ccc(S(=O)(=O)N2CCOCC2)cc1 ?
RTF Ca sens act: 2; CAL PDZ FP-1: 0; RTF Ca sens inh: 1; Keap1-Nrf2 PPI: 1; LANA DNA inh: -1.0; Rtt109 Vps75: 1; PKA-R2B activ: -12; DAGLB inh: 2; SR-BI uptake up: -1

What do the screens show for `O=c1c2cnn(-c3ccccc3)c2ncn1Cc1ccco1`?
RTF Ca sens act: -1; CAL PDZ FP-1: -4; RTF Ca sens inh: -6; Keap1-Nrf2 PPI: -6; LANA DNA inh: -1.4; Rtt109 Vps75: 7; PKA-R2B activ: 10; DAGLB inh: -3; CAL PDZ FP-2: -0.3; SR-BI uptake up: 28

How did O=C1S/C(=C/c2ccc(N3CCOCC3)o2)C(=O)N1Cc1c(F)cccc1Cl do in these assays?
RTF Ca sens act: 145*; CAL PDZ FP-1: -1; RTF Ca sens inh: -54; Keap1-Nrf2 PPI: -8; LANA DNA inh: -4.3; Rtt109 Vps75: -3; PKA-R2B activ: 3; DAGLB inh: -7; CAL PDZ FP-2: 0.0; SR-BI uptake up: -35

Results for CN(CCO)c1cc(N2CCCCC2)c2nonc2c1[N+](=O)[O-] ?
RTF Ca sens act: 4; CAL PDZ FP-1: 1; RTF Ca sens inh: -13; Keap1-Nrf2 PPI: -2; LANA DNA inh: 7.8; PKA-R2B activ: 6; DAGLB inh: 6; CAL PDZ FP-2: -3.4; SR-BI uptake up: -7

What do the screens show for `Brc1ccc(-c2noc(CCc3ccccc3)n2)cc1`?
RTF Ca sens act: -1; CAL PDZ FP-1: -4; RTF Ca sens inh: -5; Keap1-Nrf2 PPI: 1; LANA DNA inh: -2.3; Rtt109 Vps75: -8; PKA-R2B activ: -15; DAGLB inh: -23; CAL PDZ FP-2: -1.0; SR-BI uptake up: 7

In the list so far, these have two or more sulfur atoms.
How did Cc1cc(-c2ccc(S(=O)(=O)N3CCN(c4ccccc4F)CC3)s2)on1 do in these assays?
RTF Ca sens act: 2; CAL PDZ FP-1: -2; RTF Ca sens inh: 11; Keap1-Nrf2 PPI: 2; LANA DNA inh: -0.9; Rtt109 Vps75: -4; PKA-R2B activ: 15; DAGLB inh: -1; CAL PDZ FP-2: -0.2; SR-BI uptake up: -12

Results for CCn1c(SCC(=O)Nc2ccccc2)nnc1-c1ccc(S(=O)(=O)N2CCOCC2)cc1 ?
RTF Ca sens act: 2; CAL PDZ FP-1: 0; RTF Ca sens inh: 1; Keap1-Nrf2 PPI: 1; LANA DNA inh: -1.0; Rtt109 Vps75: 1; PKA-R2B activ: -12; DAGLB inh: 2; SR-BI uptake up: -1

Later entries
How did CCOC(=O)C1=C(C)NC(C)=C(C(=O)OCC)C1C(=O)OCC(=O)NCc1ccccc1OC do in these assays?
RTF Ca sens act: -3; CAL PDZ FP-1: 88*; RTF Ca sens inh: 0; Keap1-Nrf2 PPI: 1; LANA DNA inh: 0.7; Rtt109 Vps75: 4; PKA-R2B activ: -5; DAGLB inh: 0; CAL PDZ FP-2: -0.5; SR-BI uptake up: 8

How did COCCCn1c2nc3ccccc3nc2c2c(=O)n(CC3CCCO3)cnc21 (stereo unspecified) do in these assays?
RTF Ca sens act: 2; CAL PDZ FP-1: 1; RTF Ca sens inh: -4; Keap1-Nrf2 PPI: -6; LANA DNA inh: -0.7; Rtt109 Vps75: -144; PKA-R2B activ: 3; DAGLB inh: -1; CAL PDZ FP-2: 0.1; SR-BI uptake up: 28

How did CCOC(=O)c1cc2c(C(F)(F)F)cc(-c3ccccc3)nc2o1 do in these assays?
RTF Ca sens act: 15; RTF Ca sens inh: 10; Keap1-Nrf2 PPI: -7; LANA DNA inh: -0.8; Rtt109 Vps75: 1; PKA-R2B activ: -4; DAGLB inh: 0; CAL PDZ FP-2: 0.3; SR-BI uptake up: -76

Results for COCCn1nnnc1C(c1cccc(C(F)(F)F)c1)N1CCN(Cc2ccccc2)CC1 (stereo unspecified) ?
RTF Ca sens act: 3; CAL PDZ FP-1: 2; RTF Ca sens inh: 6; Keap1-Nrf2 PPI: -1; LANA DNA inh: -1.6; Rtt109 Vps75: 21; PKA-R2B activ: -1; DAGLB inh: -2; CAL PDZ FP-2: -0.4; SR-BI uptake up: 22

Results for O=c1c2ccccc2nc(SCc2cc([N+](=O)[O-])cc3c2OCOC3)n1-c1ccccc1 ?
RTF Ca sens act: 2; CAL PDZ FP-1: -3; RTF Ca sens inh: -11; Keap1-Nrf2 PPI: -4; LANA DNA inh: 1.1; Rtt109 Vps75: -18; PKA-R2B activ: -7; DAGLB inh: 0; CAL PDZ FP-2: -2.1; SR-BI uptake up: 4

What do the screens show for `CC(C)Oc1ccc(S(=O)(=O)N2CCOCC2)cc1NC(=O)C(C)Oc1ccc(F)cc1` (stereo unspecified)?
RTF Ca sens act: 3; CAL PDZ FP-1: -1; RTF Ca sens inh: 13; Keap1-Nrf2 PPI: 1; LANA DNA inh: 2.3; Rtt109 Vps75: 2; PKA-R2B activ: 4; DAGLB inh: -5; CAL PDZ FP-2: -1.3; SR-BI uptake up: 12

What do the screens show for `CC1CN(c2nc(Nc3ccccc3)nc(N)c2[N+](=O)[O-])CC(C)O1` (stereo unspecified)?
RTF Ca sens act: 5; RTF Ca sens inh: -5; Keap1-Nrf2 PPI: -5; LANA DNA inh: 1.6; Rtt109 Vps75: 0; PKA-R2B activ: -1; DAGLB inh: -2; CAL PDZ FP-2: -0.7; SR-BI uptake up: -26

What do the screens show for `O=C(/C=C\c1ccccc1[N+](=O)[O-])Nc1ccccc1`?
RTF Ca sens act: 0; RTF Ca sens inh: -12; Keap1-Nrf2 PPI: -3; LANA DNA inh: -1.8; Rtt109 Vps75: -4; PKA-R2B activ: -12; DAGLB inh: -1; CAL PDZ FP-2: -1.4; SR-BI uptake up: -43

What do the screens show for `Cc1ccccc1NS(=O)(=O)c1cc(C(=O)Nc2ccccc2-c2ccccc2)ccc1Cl`?
RTF Ca sens act: -10; CAL PDZ FP-1: 0; RTF Ca sens inh: -4; Keap1-Nrf2 PPI: 2; LANA DNA inh: -0.3; Rtt109 Vps75: -7; PKA-R2B activ: 0; DAGLB inh: 3; CAL PDZ FP-2: -2.7; SR-BI uptake up: -25

Results for CC/C(=N\OC(=O)c1ccc(OC(C)C)cc1)c1ccc(C)cc1 ?
RTF Ca sens act: -2; CAL PDZ FP-1: -2; RTF Ca sens inh: 2; Keap1-Nrf2 PPI: -2; LANA DNA inh: 0.2; Rtt109 Vps75: 0; PKA-R2B activ: 0; DAGLB inh: -20; CAL PDZ FP-2: -1.7; SR-BI uptake up: -7
